# Screens (PubChem)
# IDE cell activ – IDE (human) activation, cell-based; activation, % at 5.96 µM; 340,000 tested, 0.073% active; AID 493087; HEK cells, FAbeta-B cleavage, fluorescence polarization; 0% vehicle, 100% cell-free pure enzyme wells;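 active means activation above the mean of all tested compounds plus 3 SD, set per screening campaign, cut at about 17% in these data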
# p-CIP stab down – p/CIP protein destabilization; F442A p/CIP-EGFP cells, EGFP fluorescence, 16 h; decrease of EGFP signal, % at 10 µM; 290,000 tested, 0.01% active; AID 1984;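 active means EGFP signal decrease of at least 30% at 10 µM or well 3 SD below plate mean, unless failing retest; inactive means the rest, including hits failing retest or dose response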; further: some compounds called inactive have numbers as strong as hits; many of its hits are not listed in these tables
# MEKK2 WT-MEK5 – raises or lowers MEK5 binding to wildtype human MEKK2 PB1 domain; Q9Y2U5; bead flow cytometry, Alexa488-MEK5 binding to MEKK2 WT; actives lie on both sides; binding response (% of control), % at 10 µM; 290,000 tested, 1.1% active; AID 1531; in the data active means binding response below about 67% or above about 130%; inconclusive means no clear call, values can overlap the other calls; inactive means in between
# PfM18AAP inh – PfM18AAP enzyme inhibition; recombinant PfM18AAP, H-Glu-NHMec fluorogenic cleavage; inhibition, % at 7.35 µM; 290,000 tested, 1.2% active; AID 1822;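 active means inhibition above the campaign mean inhibition over all tested compounds plus 3 SD, cut at about 28% in these data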;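 further: 0% = plate median of test compound wells and 100% = 2 mM ZnCl2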
# UBC9 SUMO inh – SUMOylation inhibition. AID 2006. 290,000 tested, 0.36% active. P63279. HTRF SUMOylation assay, SAE1/SAE2 + UBC9, in vitro. inhibition, % at 35 µM; in the data active means inhibition above about 50%, passing the limit was not always enough; inconclusive means no clear call, values can overlap the other calls; further: strong numbers were not always called active
# Target sequence (P63279 whole entry, looked up): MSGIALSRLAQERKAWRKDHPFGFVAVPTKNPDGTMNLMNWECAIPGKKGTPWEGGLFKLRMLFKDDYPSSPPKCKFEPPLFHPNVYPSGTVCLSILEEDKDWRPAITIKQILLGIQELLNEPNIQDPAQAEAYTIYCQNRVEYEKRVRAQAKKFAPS
# IDE cell inh – inhibitors of human insulin-degrading enzyme in cells | inhibition, % at 5.59 µM | P14735 | AID 434962 | 320,000 tested, 0.41% active | HEK cells, FAbetaB cleavage, fluorescence polarization;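 active means percent inhibition above the average of all tested compounds plus 3 SD, set per screening campaign, cut at about 16% in these data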;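 further: IDE supplied by intact live HEK cells; FP after avidin binding of uncleaved biotin substrate so inhibition keeps polarization high; 0% = DMSO wells and 100% = 60 µM reference IDE inhibitor Ii1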
# MEKK2mut PB1 HTS – signal of MEK5 binding to mutant human MEKK2 PB1 domain. bead flow cytometry, Alexa488-MEK5 binding to MEKK2 mutant. percent response, % at 10 µM. 290,000 tested, 0.35% active. AID 1530; in the data active means percent response above about 24%, passing the limit was not always enough; further: inactives centre near 1; some results filed as inactive read as strong as hits; reference of the scale not given here
# MEKK3 PB1 HTS – modulators (inhibitors or enhancers) of MEK5 binding to human MEKK3 PB1 domain; Q99759; 290,000 tested, 1.4% active; bead-based flow cytometry, Alexa488-MEK5 binding to MEKK3; actives lie on both sides; 0 = blocked by unlabeled MEK5, 100 = vehicle; binding response (% of control), % at 10 µM; AID 1529;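 active means binding response more than 3 SD above or below the average of its plate-row segment, actives on both sides; inconclusive means wells at one plate position flagged as instrument error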;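 further: Alexa488 bead fluorescence after subtracting the streptavidin-only scavenger bead signal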
# Target sequence (Q99759 whole entry, looked up, the tested form may be a part): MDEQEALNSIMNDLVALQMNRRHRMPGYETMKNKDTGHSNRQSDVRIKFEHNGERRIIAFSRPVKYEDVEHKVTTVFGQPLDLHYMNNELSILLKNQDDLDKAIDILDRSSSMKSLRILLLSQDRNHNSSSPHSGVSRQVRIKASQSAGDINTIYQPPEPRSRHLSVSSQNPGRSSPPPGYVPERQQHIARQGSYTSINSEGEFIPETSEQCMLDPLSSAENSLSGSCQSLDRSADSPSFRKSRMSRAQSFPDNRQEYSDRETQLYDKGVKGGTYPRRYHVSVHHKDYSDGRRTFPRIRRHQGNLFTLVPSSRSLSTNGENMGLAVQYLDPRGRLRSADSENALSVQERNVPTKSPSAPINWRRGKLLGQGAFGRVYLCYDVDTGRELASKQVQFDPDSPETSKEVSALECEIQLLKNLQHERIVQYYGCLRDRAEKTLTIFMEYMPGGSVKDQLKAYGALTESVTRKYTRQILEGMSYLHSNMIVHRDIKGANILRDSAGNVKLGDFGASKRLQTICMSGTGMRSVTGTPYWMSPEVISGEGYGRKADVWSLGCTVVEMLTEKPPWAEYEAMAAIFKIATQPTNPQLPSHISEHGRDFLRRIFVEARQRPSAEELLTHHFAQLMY
# NALP1 inh – blocks the NALP1 inflammasome reconstituted in yeast | S. cerevisiae NALP1/ASC/caspase-1 growth, X-gal OD620, 72 h | AID 2071 | 280,000 tested, 0.61% active | inhibition, % at 10 µM; in the data active means inhibition mostly above about 24%, no sharp cut-off; inactive means mostly below about 32%; further: some compounds called inactive have numbers as strong as hits
# * hit, by the source's call; ? = inconclusive; . = not tested or not shown. This is a subset; count on the stated rates, not on these rows.
SMILES,IDE cell activ,p-CIP stab down,MEKK2 WT-MEK5,PfM18AAP inh,UBC9 SUMO inh,IDE cell inh,MEKK2mut PB1 HTS,MEKK3 PB1 HTS,NALP1 inh
Cc1cc(C)nc(NC(=S)Nc2ccccc2)n1,5,-17,99,6,-6,4,-4,95,6
CC(=O)O[C@H]1CC[C@@]2(C)C(CCC3C2CC[C@]2(C)OC(=O)CCC32)C1 (stereo not given in full),0,1,96,-5,9,7,2,88,21
CC(C)c1onc(C(=O)N2CCN(Cc3ccccc3)CC2)c1[N+](=O)[O-],1,-17,75,-4,8,3,2,68,37
O=C(NCCCN1CCOCC1)c1c(O)c2ccccc2[nH]c1=O,5,-12,90,-2,-4,1,-7,83,5
CCOC(=O)c1sc(NC(=O)C2CC2)cc1C,2,-19,112,-2,-14,3,10,111,17
CC(C)(C)[C@H]1C=C(C(=O)N2CCN(Cc3ccc4c(c3)OCO4)CC2)O[C@@H](OCc2ccc(CO)cc2)C1,-3,4,71,-6,-8,3,2,73,4
CCOc1ccc(N(C(C)=O)c2nc(C)cc(C)c2C#N)cc1,0,-8,106,-1,0,-6,10,107,9
N=c1c2c(n(Cc3ccc([N+](=O)[O-])cc3)c3c1CCC3)CCCC2,4,-13,102,1,6,6,3,100,11
CCOC(=O)c1sc(-c2ccc(Cl)cc2Cl)nc1O,-3,-12,104,-2,35,-4,0,104,2
COc1ccc(C=C2C(=O)c3ccccc3C2=O)cc1O,2,2,104,-6,?,4,2,106,25
Cn1nnnc1-c1cc(Br)ccc1NC(=O)c1ccccc1,0,8,98,2,-17,1,-8,97,14
CC(/C=C/c1ccccc1)=N\NC(=O)CCc1ccccc1,5,-22,97,-10,2,-2,-8,101,19
CCNS(=O)(=O)c1ccc(NS(=O)(=O)c2cc(C)ccc2C)cc1,3,-6,104,2,5,0,17,111,15
CC1Cc2ccccc2N1CC(=O)NC(=O)NC1CCCCC1 (stereo not given),1,-4,94,-8,2,6,-5,102,3
Cc1cc(=O)n2[nH]cnc2n1,9,5,114,-5,-13,-1,28,109,18
O=C(Cn1c(SCC(=O)N2CCCc3ccccc32)nc2ccccc21)N1CCCC1,7,-22,100,-12,8,1,-3,93,-8
CCCOc1ccc(C(=O)ON=C2CCN(C)CC2)cc1,3,1,92,-1,6,-1,-8,100,8
O=C(/C=C/c1ccco1)NCC1(c2ccccc2)CCCC1,4,-5,83,-13,10,6,-6,87,35
O=[N+]([O-])c1ccc(S(=O)(=O)Nc2ccccn2)cc1,4,-6,97,4,12,1,0,97,16
CC(C)c1ccc(NC(=O)c2csnn2)cc1,6,-7,108,18,15,2,11,107,9
Cc1ccc(OCC(=O)N2N=C(C(F)(F)F)CC2(O)C(C)(C)C)cc1C (stereo not given),6,-7,101,5,9,14,-2,101,5
CSc1cccc(NC(=O)C(C)Sc2ccc(C)cc2)c1 (stereo not given),7,-4,101,-5,8,-5,-2,102,-16
O=C(Nc1cccc(-c2cn3c(n2)SCC3)c1)c1ccc(Br)o1,2,-9,103,-6,-12,2,-2,110,2
CC(=O)Nc1ccc(Nc2ncnc3c2cnn3-c2ccccc2)cc1,-2,-15,102,9,-9,4,1,106,1
O=C(Nc1ccc(Cl)cc1)Nc1ccccc1C(=O)NCc1ccco1,2,8,97,5,-5,2,1,103,2
CS(=O)(=O)N(CC(=O)Nc1ccc(S(=O)(=O)N2CCCC2)cc1)c1cccc(F)c1,2,0,91,1,8,0,-5,93,10
O=C(CSc1ccc(-c2cccc([N+](=O)[O-])c2)nn1)NCc1ccccc1,1,-4,105,1,10,1,1,104,-10
C=CCN(CC=C)C(=O)Nc1ccc2nc(C)sc2c1,4,-5,91,-3,6,5,-4,90,28
CCOC(=O)N1CCN(C(=O)c2ccc(Cn3c(=S)[nH]c4cc5c(cc4c3=O)OCO5)cc2)CC1,3,-17,98,6,6,5,2,100,-1
Cc1ccc(CN=c2c([N+](=O)[O-])nn(-c3cccc(C)c3)n2O)cc1,-5,17,96,-4,3,2,-4,96,-20
CCN(CC)c1ccc(NC(=O)c2cccc(C)c2OC)c(C)c1,2,-2,92,18,6,5,-11,92,29*
N#Cc1c(-c2ccccc2)nc(SCc2ccc(Cl)cc2)[nH]c1=O,1,-15,92,2,20,3,1,97,18
C=CCNC(=O)NC(=O)COC(=O)/C(C#N)=C/c1cc(C)n(CCC(C)C)c1C,-5,-8,106,-18,7,-2,3,105,3
CCn1c(=O)c2cc(C(=O)N(C)c3cc(C)ccc3OC)sc2c2ccccc21,6,-1,91,-1,-2,-2,-22,88,.
CN(CCC#N)C(=O)COC(=O)c1ccc2c(=O)n3c(nc2c1)CCC3,7,-7,111,7,10,3,0,128*,2
O=C(Nc1cccc(C(=O)O)c1)/C(=C\c1ccc2c(c1)OCO2)NC(=O)c1ccco1,4,-15,86,0,8,2,-9,103,2
COCC(=O)N1CCC(Oc2ccc(C(=O)NCc3cnc(C)cn3)cc2)CC1,-3,0,104,0,0,-1,6,100,11
N#C/C(=C\c1c(N2CCOCC2)nc2ccccn2c1=O)S(=O)(=O)c1ccccc1,4,4,96,4,7,-3,-5,95,4
CCC(CC)C(=O)Nc1cccc(/C(C)=N\NC(=O)c2ccc(C)s2)c1,6,-20,107,-5,35,0,10,104,13
Cc1cc(C)n(C(=O)Cn2nc([N+](=O)[O-])cc2C)n1,0,-16,96,-1,3,-6,-3,95,7

# 15 structures out of the list, ordered by length of the SMILES, ascending.
SMILES,IDE cell activ,p-CIP stab down,MEKK2 WT-MEK5,PfM18AAP inh,UBC9 SUMO inh,IDE cell inh,MEKK2mut PB1 HTS,MEKK3 PB1 HTS,NALP1 inh
CC(C)c1ccc(NC(=O)c2csnn2)cc1,6,-7,108,18,15,2,11,107,9
CCOC(=O)c1sc(NC(=O)C2CC2)cc1C,2,-19,112,-2,-14,3,10,111,17
CCOC(=O)c1sc(-c2ccc(Cl)cc2Cl)nc1O,-3,-12,104,-2,35,-4,0,104,2
COc1ccc(C=C2C(=O)c3ccccc3C2=O)cc1O,2,2,104,-6,?,4,2,106,25
Cn1nnnc1-c1cc(Br)ccc1NC(=O)c1ccccc1,0,8,98,2,-17,1,-8,97,14
CCN(CC)c1ccc(NC(=O)c2cccc(C)c2OC)c(C)c1,2,-2,92,18,6,5,-11,92,29*
O=[N+]([O-])c1ccc(S(=O)(=O)Nc2ccccn2)cc1,4,-6,97,4,12,1,0,97,16
O=C(Nc1ccc(Cl)cc1)Nc1ccccc1C(=O)NCc1ccco1,2,8,97,5,-5,2,1,103,2
N#Cc1c(-c2ccccc2)nc(SCc2ccc(Cl)cc2)[nH]c1=O,1,-15,92,2,20,3,1,97,18
COCC(=O)N1CCC(Oc2ccc(C(=O)NCc3cnc(C)cn3)cc2)CC1,-3,0,104,0,0,-1,6,100,11
N=c1c2c(n(Cc3ccc([N+](=O)[O-])cc3)c3c1CCC3)CCCC2,4,-13,102,1,6,6,3,100,11
O=C(Cn1c(SCC(=O)N2CCCc3ccccc32)nc2ccccc21)N1CCCC1,7,-22,100,-12,8,1,-3,93,-8
O=C(CSc1ccc(-c2cccc([N+](=O)[O-])c2)nn1)NCc1ccccc1,1,-4,105,1,10,1,1,104,-10
CC(=O)O[C@H]1CC[C@@]2(C)C(CCC3C2CC[C@]2(C)OC(=O)CCC32)C1 (stereo not given in full),0,1,96,-5,9,7,2,88,21
CS(=O)(=O)N(CC(=O)Nc1ccc(S(=O)(=O)N2CCCC2)cc1)c1cccc(F)c1,2,0,91,1,8,0,-5,93,10

# Next part.
SMILES,IDE cell activ,p-CIP stab down,MEKK2 WT-MEK5,PfM18AAP inh,UBC9 SUMO inh,IDE cell inh,MEKK2mut PB1 HTS,MEKK3 PB1 HTS,NALP1 inh
CN(C(=O)COC(=O)C1CCN(S(=O)(=O)c2cccs2)CC1)c1ccccc1,2,5,100,1,0,2,0,104,8
CC(=O)Oc1cccc(/C=C2\C=C(c3ccc(C)cc3)OC2=O)c1,1,14,106,-10,14,1,3,118,2
C=CCN=c1scc(-c2ccc3c(c2)NC(=O)CO3)n1/N=C(\C)c1ccccn1,2,-21,94,5,8,.,-1,97,-28
COc1ccc(-c2ccc(C#N)c(SCC(=O)NC3CC3)n2)cc1OC,-8,-12,100,-4,48,-1,5,104,24
CC(CN(C)Cc1ccccc1)OC(=O)c1cccc(F)c1 (stereo not given),0,-20,110,0,16,1,-2,97,1
O=C(O)c1ccc2c(=O)n3c(nc2c1)/C(=C/c1ccccc1OC(F)F)CC3,-1,-13,100,-9,25,5,8,99,20
COc1ccc(-c2ccnc(SCC(=O)c3ccc(Cl)cc3)n2)cc1,3,-5,100,-6,?,-5,8,102,27
CCCC(=O)C1=C(O)C(C(=O)OC)C(C)(C)CC1=Nc1ccccc1 (stereo not given),-3,-6,103,-4,4,4,19,105,13
CCNS(=O)(=O)c1ccc(NC(=O)c2cccnc2)cc1,9,-9,107,4,14,-3,4,105,1
O=c1ncn(-c2ccc(F)cc2)c2ncccc12,2,-3,104,-1,8,-3,1,104,-12
Cn1ncc(N=Cc2ccccc2)c1C(=O)Nc1cccc(Cl)c1,1,5,.,-2,12,6,.,.,40
Cc1ccc2nsnc2c1NC(=O)c1cccnc1Cl,4,1,96,-5,21,9,-1,101,26
O=C(Nc1ccc2c(c1)OCO2)C1CCCCN1S(=O)(=O)c1ccccc1 (stereo not given),3,-6,103,0,16,-5,4,103,14
Cc1sc2nc(CC(N)=O)[nH]c(=O)c2c1-c1ccccc1,6,-5,89,1,4,6,-5,83,16
CN(C)CCCOC(=O)COc1ccc(Br)cc1,5,-7,98,-17,30,2,-2,104,32
CC1CN(CCC(=O)Nc2ccccc2F)CC(C)O1 (stereo not given),1,-3,108,-7,5,2,14,106,10
COc1ccc(-c2cc(C(=O)Nc3cccnc3Cl)no2)cc1OC,4,-8,97,4,-30,2,0,103,17
Cc1ccc(NC(=O)N/C=C/c2ccccc2)cc1,1,4,99,16,27,-3,-4,96,8
CC(=O)Nc1ccc(S(=O)(=O)NC2(C(F)(F)F)NC(=O)N(c3ccc(C)cc3)C2=O)cc1 (stereo not given),9,-5,106,-3,10,-5,4,103,6
CCOC(=O)c1c(NCC2CCCO2)c2ccccc2[nH]c1=O (stereo not given),0,-6,101,-1,0,-1,3,103,32
CCCCOc1ccc(NC(=O)C(=O)NCCCn2ccnc2)cc1,3,5,98,-2,-5,4,-3,98,-15
O=C(/C=C/c1ccco1)Nc1ccc(C(=O)N2CCOCC2)cc1,2,-2,96,-2,14,1,-2,99,23
